Assay outcomes (PubChem)
USP8 inh: inhibitors of human USP8 deubiquitinase; Ubiquitin carboxyl-terminal hydrolase 8 (Homo sapiens), P40818; purified USP8, Ub-rhodamine cleavage fluorescence, 30 min; inhibition, % at 20 µM; hit rate 4.2% among 47,000
USP7 block: inhibitors of human USP7 deubiquitinase; Ubiquitin carboxyl-terminal hydrolase 7 (Homo sapiens), Q93009; purified USP7, Ub-rhodamine cleavage fluorescence; inhibition, % at 20 µM; hit rate 0.3% among 47,000
OTUD3 inh: inhibitors of human OTUD3 deubiquitinase. purified OTUD3, Ub-rhodamine fluorescence, 2 h. inhibition, % at 25 µM. hit rate 0.7% among 47,000
Target sequence (Q5T2D3 whole entry, looked up): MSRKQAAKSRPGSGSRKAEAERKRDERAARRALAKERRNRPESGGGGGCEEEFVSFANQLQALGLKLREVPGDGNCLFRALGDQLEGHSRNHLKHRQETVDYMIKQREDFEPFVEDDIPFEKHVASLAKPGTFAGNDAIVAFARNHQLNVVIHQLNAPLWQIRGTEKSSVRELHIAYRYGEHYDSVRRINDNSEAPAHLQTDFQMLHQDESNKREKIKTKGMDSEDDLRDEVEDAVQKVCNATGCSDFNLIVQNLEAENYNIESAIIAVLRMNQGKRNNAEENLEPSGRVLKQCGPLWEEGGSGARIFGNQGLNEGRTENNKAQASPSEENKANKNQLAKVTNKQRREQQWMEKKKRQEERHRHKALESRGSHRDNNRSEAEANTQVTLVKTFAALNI
USP30 inh: inhibitors of human USP30 deubiquitinase. hit rate 5.3% among 47,000. purified USP30, Ub-rhodamine cleavage fluorescence. inhibition, % at 25 µM
USP10 inh: inhibitors of human USP10 deubiquitinase; Ubiquitin carboxyl-terminal hydrolase 10 (Homo sapiens), Q14694; purified USP10, Ub-rhodamine fluorescence, 60 min; inhibition, % at 20 µM; hit rate 1.1% among 47,000
USP28 block: inhibitors of human USP28 deubiquitinase; Ubiquitin carboxyl-terminal hydrolase 28 (Homo sapiens), Q96RU2; purified USP28, Ub-rhodamine cleavage fluorescence, 30 min; inhibition, % at 25 µM; hit rate 3% among 47,000; AID 1645857, 2021
USP17 inh: inhibitors of human USP17 deubiquitinase; Ubiquitin carboxyl-terminal hydrolase 17-like protein 5 (Homo sapiens), A8MUK1; purified USP17, Ub-rhodamine cleavage fluorescence, 3 h; inhibition, % at 50 µM; hit rate 6.5% among 47,000
Target sequence (A8MUK1 whole entry, looked up): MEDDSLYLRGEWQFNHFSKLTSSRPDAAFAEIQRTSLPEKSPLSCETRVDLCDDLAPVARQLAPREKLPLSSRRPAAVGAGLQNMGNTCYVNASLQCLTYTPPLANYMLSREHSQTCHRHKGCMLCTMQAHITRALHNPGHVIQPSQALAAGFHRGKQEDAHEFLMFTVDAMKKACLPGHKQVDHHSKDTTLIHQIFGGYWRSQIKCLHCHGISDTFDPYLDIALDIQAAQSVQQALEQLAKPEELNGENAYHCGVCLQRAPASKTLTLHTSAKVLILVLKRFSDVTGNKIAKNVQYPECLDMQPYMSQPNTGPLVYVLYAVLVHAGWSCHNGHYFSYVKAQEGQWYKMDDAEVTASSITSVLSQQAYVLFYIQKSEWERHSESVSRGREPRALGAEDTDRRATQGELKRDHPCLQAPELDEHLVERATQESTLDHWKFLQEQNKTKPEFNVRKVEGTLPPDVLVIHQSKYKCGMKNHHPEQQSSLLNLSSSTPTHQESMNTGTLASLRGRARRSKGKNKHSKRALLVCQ
UCHL1 block: inhibitors of human UCHL1 deubiquitinase | Ubiquitin carboxyl-terminal hydrolase isozyme L1 (Homo sapiens), P09936 | purified UCHL1, Ub-rhodamine cleavage fluorescence | inhibition, % at 20 µM | hit rate 0.2% among 47,000 | AID 1645859, 2021
Active calls of the source: *; i = inactive; · = not tested or not shown. Cut-off read from the data, not from the text of the source: active = inhibition above about 30%; inactive = the rest.

SMILES	USP8 inh	USP7 block	OTUD3 inh	USP30 inh	USP10 inh	USP28 block	USP17 inh	UCHL1 block
CC(NC(=O)C1CCC2(CC1)CNC(=O)c1cc(Cl)ccc1O2)c1ccco1 (stereo not drawn)	26	1	9	6	-1	12	11	2
CC1CCc2[nH]nc(C(=O)N3CCN(C(C)C)CC3)c2C1 (stereo not drawn)	15	2	2	6	0	2	3	0
Cc1ccc(CNc2nc(NCc3ccc(C)cc3)n(S(C)(=O)=O)n2)cc1	-4	0	9	8	0	6	28	-3
O=C(C1CCC1)N1C[C@H]2C[C@H]3[C@](C1)(CN(Cc1cccnc1)S3(=O)=O)O2	-4	0	0	3	-3	-7	2	-3
O=C(CSc1ncnc2c1nnn2Cc1ccccc1F)NCC1CCCO1 (stereo not drawn)	9	-13	17	20	0	19	5	1
Cc1cc(=O)oc2cc(OCC(=O)NC3CC(C)(C)NC(C)(C)C3)c(Cl)cc12	20	7	15	23	2	11	17	3
O=C(c1cnc2[nH][nH]c(=O)c2c1)c1cc(Cl)cc(Cl)c1O	94*	79*	71*	46*	87*	55*	89*	62*
COc1ccc(-c2nonc2NC(=O)Cc2ccccc2)cc1	9	-5	4	19	2	-26	11	2
Cc1cc2nc(N3CCOCC3)n(CC(=O)Nc3ccccc3)c(=O)c2n1C	1	1	-4	-12	2	-5	18	-1
O=C(C1CCN(S(=O)(=O)c2cccnc2)CC1)N1CCC(Cc2ccccc2)CC1	20	1	10	15	0	11	13	6
CCOC(=O)CCCn1c(-c2ccccc2)cn2c3c(=O)n(C)c(=O)n(C)c3nc12	-78	1	17	29	-1	17	17	3
O=C(Cn1c(=O)c2cccnc2n(-c2ccccc2)c1=O)Nc1ccccc1F	18	2	-121	i	-5	-208	-76	0
COc1ccccc1NC(=O)CSc1ncnc2c1oc1ccccc12	5	1	-8	-21	8	-11	-5	0
CCCCN1Cc2sc(NC(=O)Nc3ccccc3Cl)nc2C1=O	-22	3	-5	-7	2	-3	-1	0
CC(C)C(NS(=O)(=O)c1ccc2c(c1)OCCO2)C(=O)OCC(=O)Nc1ccc2c(c1)CCC2 (stereo not drawn)	1	3	-1	-11	7	-3	-4	4
CCOc1ccccc1NC(=O)CN1CCCN(Cc2ccc(Cl)cc2)S1(=O)=O	5	10	12	26	5	14	11	6
Cc1ccc(S(=O)(=O)Nc2ccc(OCc3ccccc3)cc2)c(C)c1	10	10	7	16	14	0	16	7
O=C(O)c1c2c(nc3ccccc13)/C(=C/c1ccc(Cl)cc1)CCC2	-1	-1	3	-2	7	5	16	4
CC(NC(=O)C1(c2cccc(F)c2)CCCC1)c1nc(-c2cccnc2)n[nH]1 (stereo not drawn)	0	-1	4	15	-4	7	10	0
CCn1c(=O)c2sc(N3CCCC3)nc2n(CC(=O)Nc2ccccc2Cl)c1=O	-9	-7	-21	-136	0	-56	-67	-4
CCN(c1cccc(C)c1)S(=O)(=O)c1c[nH]c2ccc([N+](=O)[O-])cc12	-26	-1	10	7	19	16	6	12
COc1cccc(C(=O)N2CCc3nc(C(=O)N4CCCC4)sc3CC2)c1	-1	-2	-11	-33	2	-15	-7	-2
CCn1c(=O)c2ccccc2n(Cc2nc(-c3ccc(F)cc3)no2)c1=O	0	-5	-8	-2	-3	2	-9	0
O=C(c1ccc2ncccc2c1)N1CCC2(C1)Nc1cccnc1NC2=NC1CCCC1 (stereo not drawn)	-244	-82	-180	i	-4	-273	-159	-39

Pulled one by one from the entries so far, 5 records:
SMILES	USP8 inh	USP7 block	OTUD3 inh	USP30 inh	USP10 inh	USP28 block	USP17 inh	UCHL1 block
COc1ccccc1NC(=O)CSc1ncnc2c1oc1ccccc12	5	1	-8	-21	8	-11	-5	0
CC(C)C(NS(=O)(=O)c1ccc2c(c1)OCCO2)C(=O)OCC(=O)Nc1ccc2c(c1)CCC2 (stereo not drawn)	1	3	-1	-11	7	-3	-4	4
CCN(c1cccc(C)c1)S(=O)(=O)c1c[nH]c2ccc([N+](=O)[O-])cc12	-26	-1	10	7	19	16	6	12
O=C(c1ccc2ncccc2c1)N1CCC2(C1)Nc1cccnc1NC2=NC1CCCC1 (stereo not drawn)	-244	-82	-180	i	-4	-273	-159	-39
CCn1c(=O)c2ccccc2n(Cc2nc(-c3ccc(F)cc3)no2)c1=O	0	-5	-8	-2	-3	2	-9	0

An excerpt of these results, comma-delimited.
molecule,USP8 inh,USP7 block,OTUD3 inh,USP30 inh,USP10 inh,USP28 block,USP17 inh,UCHL1 block
CCCCN1Cc2sc(NC(=O)Nc3ccccc3Cl)nc2C1=O,-22,3,-5,-7,2,-3,-1,0
CC(C)C(NS(=O)(=O)c1ccc2c(c1)OCCO2)C(=O)OCC(=O)Nc1ccc2c(c1)CCC2 (stereo not drawn),1,3,-1,-11,7,-3,-4,4

Further results.
SMILES	USP8 inh	USP7 block	OTUD3 inh	USP30 inh	USP10 inh	USP28 block	USP17 inh	UCHL1 block
Cc1c(C)c2ccc(OCC(=O)NC3CC(C)(C)NC(C)(C)C3)cc2oc1=O	-4	1	-8	6	-2	5	0	-3
CC(OC(=O)/C=C/c1ccc(Cl)cc1)C(=O)Nc1ccccc1 (stereo not drawn)	14	12	7	11	4	4	11	4
COc1ccc(-c2nc(-c3ccc(-c4ccc(C)cc4)nc3OC)no2)cc1OC	-35	-14	-77	-339	0	-79	-63	-20
CCN(CCO)c1ncnc2c1sc1nc(C(C)C)c3c(c12)CC(C)(C)OC3	-8	0	-1	-5	-1	2	-5	-2
c1ccc(-c2cc3c(NCC4CCCO4)ncnc3s2)cc1 (stereo not drawn)	21	-4	0	-4	1	0	-2	5
CC(=O)N1CCCc2cc(S(=O)(=O)N3CCN(Cc4ccccc4)CC3)ccc21	1	-3	-14	-2	-1	-17	-20	0
Cc1cccc(COC(=O)C2CCN(C3=NS(=O)(=O)c4ccccc43)CC2)c1	17	4	16	24	2	14	13	4
Cn1cc(-c2cnc(N3CCCC3)nc2)cc1C(=O)NCC1CCOCC1	-120	-19	-73	-222	-9	-96	-100	-17
Cc1cc(NS(=O)(=O)c2ccc(NC(=O)c3ccc(N4CCCC4)c([N+](=O)[O-])c3)cc2)no1	-68	-12	8	-49	31*	14	20	5
Cc1nc(NC2CCCCC2)c2sc3nc4c(cc3c2n1)COC(C)(C)C4	1	-9	-17	-47	-3	-19	17	-5
N#Cc1ccc(/C=C/c2nc3ccccc3n2Cc2ccccc2)cc1	-17	-45	-25	-39	-7	-6	-7	-11
Cc1n[nH]c(C)c1C(C)C(=O)Nc1ccc(Cl)cc1 (stereo not drawn)	0	0	-4	8	2	-11	-9	0
CCCCSc1nnc2c3c(c(C#N)c(Nc4ccccc4)n12)CC(C)(C)OC3	0	-1	10	26	11	3	6	2
O=C(c1ccccc1Sc1nccnc1Oc1ccccc1)N1CCC2(CC1)OCCO2	-1	2	6	7	-2	4	-2	1
CCN1CCN(c2nc3ncn(CC(=O)NC(C)C)c(=O)c3s2)CC1	1	0	-2	-1	1	-1	1	-4
CC1(C)Cc2c(c(N3CCOCC3)nc3sc4c(NCc5ccco5)ncnc4c23)CO1	-17	-7	-24	-79	-1	-28	-22	6
O=C(CSc1ncccc1C(=O)Nc1ccnn1C1CCCC1)Nc1ccc2c(c1)OCO2	8	-6	-33	-130	-11	-29	-1	-5
Cn1ccnc1CN1CCC2(C/C=C/CNC(=O)c3ccccc3OCCNC2=O)CC1	-21	3	-6	-10	3	-3	-8	0
O=C(N1CCCC1)C1(n2cccc2)CCCCC1	-4	4	1	-45	-5	5	-21	3
O=C(CCC1CCCCC1)N1CCC2(CC1)NC(=O)N(Cc1ccc(F)cc1)C2=O	-60	-7	-2	1	3	-3	·	3
CC(C)CC1NC(=O)C2(CCN(C(=O)NCc3ccccc3)CC2)NC1=O (stereo not drawn)	1	1	-2	0	2	1	-5	-2
CCc1ccc(C2CN3C(=O)CN(C4CCCC4)C(=O)[C@]3(C)c3[nH]c4ccccc4c32)cc1 (stereo partly drawn)	-9	-68	-5	-1	6	3	-23	11
CC(=O)Cn1c(CN(Cc2ccccc2)Cc2ccccc2)nc2c1c(=O)n(C)c(=O)n2C	0	-2	-6	8	-6	-2	-10	0
COc1ccc(C(=O)NCC(=O)Nc2nc3ccccc3[nH]2)c(C)c1	5	4	5	9	7	18	47*	2
CC(C)(C)CC(=O)N1CCN(c2ccc(N3CCCCC3)nn2)CC1	-16	-1	8	20	0	7	10	-1
Cc1nc2nc(CN(C(=O)C(C)C)c3ccccc3)nn2c(C)c1Cl	-4	0	-2	0	3	0	-3	-2
NC(=O)C1CCN(Cc2nc(-c3ccc(Cl)cc3)no2)CC1	12	3	10	10	-2	2	8	0
O=C(O)C1CCN(c2ncnc3c2oc2ccccc23)CC1	4	3	14	·	-1	·	13	5
CN(c1ccc(C(=O)Nc2ccccc2C(=O)N2CCOCC2)cc1)S(=O)(=O)c1ccccc1	9	1	3	17	0	8	2	-1
c1ccc(-n2nnc(-c3noc(-c4ccccn4)n3)c2-c2ccncc2)cc1	32*	1	-6	4	4	20	64*	0
O=C(O)/C(=C/c1ccc(Br)cc1)NC(=O)c1ccco1	-2	-3	-1	·	0	·	-3	3
CCOC(=O)N1CCC(NC(=O)c2cnn3c(-c4ccccc4)ccnc23)CC1	-5	0	0	40*	-5	3	32*	-3
COc1ccc2[nH]c(C(=O)N3CCCN(C(=O)c4cccs4)CC3)cc2c1	0	-3	8	-15	-8	0	22	-5
Cc1nc2oc3c(NCc4cccnc4)ncnc3c2c2c1COC(C)(C)C2	2	5	8	11	4	5	2	7
O=C1c2c(O)cc(O)cc2OC(c2ccc(O)c(O)c2)C1O (stereo not drawn)	6	-72	62*	60*	2	56*	65*	0
CC(=O)Nc1cccc2c(C(=O)NCCN3CCCCC3)ccnc12	-2	0	-7	-1	0	-11	-7	0
CC(C)Oc1ccccc1Oc1ccc(N)cn1	-25	-50	-60	-349	-3	-44	-3	-42
CCOc1ccccc1NC(=O)C(OC(=O)c1ccc(CC)cc1)c1ccccc1 (stereo not drawn)	-8	6	-10	-13	-4	-5	-3	1
CCOc1ccc(CCNC(=O)c2cccc3c2C(=O)N(CCOC)C3)cc1OCC	-8	-2	-1	-9	0	53*	-16	-3
COc1ccc(/C=C/C(=O)N(Cc2ccc(Cl)cc2)C2CCS(=O)(=O)C2)cc1 (stereo not drawn)	-6	-17	-6	-5	7	-10	-12	2
Cc1oc2ncn(CC(C)C)c(=O)c2c1C(=O)N(C)C1CCCCC1	18	-17	14	21	1	12	2	2
O=C(Nc1ccnn1Cc1cccnc1)c1cccnc1Sc1ccccc1Cl	-39	-1	-20	-62	-4	-28	-41	-1
CC/C(C)=C1\OC(=O)C(C)C(O)C(Cc2cccnc2)NC(=O)C(NC(=O)c2ncccc2O)C(C)OC1=O (stereo not drawn)	3	2	1	2	2	-20	-59	0
CCNC(=O)N1C2CCC(O)(CC2)C1CN1CCOCC1 (stereo not drawn)	6	0	10	-13	-6	4	1	3
Cc1cc(C)n(-c2nnc(NCc3ccncc3)nn2)n1	-53	-3	-24	-1	-1	-7	-42	0
Cc1cc(/C=C2/C(=N)N3C(c4ccccc4)=CSC3=NC2=O)c(C)n1-c1ccc(F)cc1	-72	-70	-207	i	-7	-243	-161	-102
COc1ccc([N+](=O)[O-])cc1NC(=O)COC(=O)C1CCCN1S(=O)(=O)c1ccc(Cl)cc1 (stereo not drawn)	-19	0	4	35*	6	4	0	3
Cc1cc(C2CCCN2S(=O)(=O)c2ccc(F)cc2)no1 (stereo not drawn)	-24	0	1	6	1	0	3	-3
CC(=O)N[C@@]12CCN(Cc3ccccc3OC3CCCC3)C[C@@H]1CN(C(C)=O)C2	-66	-7	-6	-32	-2	-12	-27	-3
O=C(NCCCS(=O)(=O)N1CCN(c2ncccn2)CC1)c1ccc(F)c(F)c1	-6	-2	-10	-6	5	-7	·	-4
COc1ccc(C(=O)Nc2ccccc2N2CCOCC2)cc1S(=O)(=O)N(C)Cc1ccccc1	4	3	1	-10	-7	8	-5	0
CCOC(=O)c1cc(C#N)c(N2CCCNCC2)nc1C(F)(F)F	15	4	4	3	3	6	5	0
Cc1ccc2c(c1)N(C(=O)C1CCN(S(=O)(=O)c3cccnc3)CC1)CCO2	-6	-3	-9	-20	1	-1	-18	0
COc1cccc(N2CC(NC(=O)Cc3ccc(F)cc3)CC2=O)c1 (stereo not drawn)	-16	-3	-7	3	-2	-11	-4	-2
COc1ccc(CC(=O)NCCc2cn3ccc(C)cc3n2)cc1	-2	0	7	19	-2	4	0	-1

In another format: entries from further up
Molecule: COc1ccc(C(=O)Nc2ccccc2N2CCOCC2)cc1S(=O)(=O)N(C)Cc1ccccc1
  USP8 inh: 4
  USP7 block: 3
  OTUD3 inh: 1
  USP30 inh: -10
  USP10 inh: -7
  USP28 block: 8
  USP17 inh: -5
  UCHL1 block: 0
Molecule: CCOC(=O)c1cc(C#N)c(N2CCCNCC2)nc1C(F)(F)F
  USP8 inh: 15
  USP7 block: 4
  OTUD3 inh: 4
  USP30 inh: 3
  USP10 inh: 3
  USP28 block: 6
  USP17 inh: 5
  UCHL1 block: 0
